CCT modulator: cytosolic chaperonin activity modulation. purified chaperonin ATPase assay, HTRF ADP detection, 30 min. activity change, % (test concentration not listed), hits read low. hit rate 0.3% among 360,000. AID 651819; in the data active = activity change below about -30%; note: % is set by controls: 0 for no effect and ±100 for the full control effect
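TRiC (40 or 20 nM final, by batch activity) in 30 mM Tris pH 7.4, 100 mM KCl, 5 mM MgCl2, 1 mM DTT was treated with compound at 76 uM single dose, then 10 uM ATP, 30 min at 37 °C. ADP was read by HTRF Transcreener.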
PI5P4Ka inh: inhibitors of human PI5P4K alpha | P48426 | PI5P4Kalpha enzyme, ADP-Glo luminescence, 60 min; hits give low values | AID 652105 | max response, % | hit rate 1.2% among 330,000; active = max response of -50% or lower; inconclusive = between -30% and -50%; inactive = -30% or higher; note: value at the top dose of about 77 µM; % is set by controls: 0 for no effect and ±100 for the full control effect
Target sequence (P48426 whole entry, looked up): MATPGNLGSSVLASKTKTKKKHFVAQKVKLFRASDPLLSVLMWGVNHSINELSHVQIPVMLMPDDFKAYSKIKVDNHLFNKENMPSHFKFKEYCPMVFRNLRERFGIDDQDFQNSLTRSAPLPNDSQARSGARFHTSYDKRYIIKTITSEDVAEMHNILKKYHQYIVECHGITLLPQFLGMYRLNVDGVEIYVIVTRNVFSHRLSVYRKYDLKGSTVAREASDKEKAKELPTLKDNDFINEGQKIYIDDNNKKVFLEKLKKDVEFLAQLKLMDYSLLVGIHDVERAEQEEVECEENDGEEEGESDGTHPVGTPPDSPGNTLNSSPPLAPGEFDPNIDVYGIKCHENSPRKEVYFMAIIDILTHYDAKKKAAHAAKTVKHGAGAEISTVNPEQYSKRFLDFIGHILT
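Luminescence from ADP-Glo served as readout of PI5P4Kalpha activity in a qHTS format. Reaction: enzyme, substrate, compound, ATP at 5 microM final, 60 min at RT.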
MmCpn inh: blocks the Methanococcus maripaludis chaperonin Mm-Cpn | Potency, µM (titrated, usually from 76.9 µM), for inactives: at the highest dose activity, negative = inhibition, actives largely listed as inhibitors | purified Mm-Cpn ATPase, ADP Transcreener TR-FRET | hit rate 0.031% among 330,000 | AID 504842; note: potency is the fitted concentration of half-maximal effect; % is set by controls: 0 for no effect and ±100 for the full control effect; nearly all actives have a fitted effect of over 80% in size
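Compound-treated chaperonin, 25 nM final, turns over 10 uM ATP at 37°C for 30 min following a 10 min preincubation; ADP generated competes with ADP-d2 for Eu-cryptate antibody, lowering FRET.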
WRN inhibitor: blocks human WRN helicase; hit rate 0.46% among 360,000; AID 651768; Potency, µM (highest dose often 114 µM), for the others: at the top dose activity change, negative = inhibition, hits mostly inhibitors; Q14191; WRN helicase unwinding, fluorescent forked duplex, kinetic; note: potency is the fitted concentration of half-maximal effect; % is set by controls: 0 for no effect and ±100 for the full control effect; nearly all actives have a fitted effect of over 55% in size
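WRN at 20 nM final preincubated with compound 15 min at room temperature; reaction started with 100 nM fluorophore/quencher forked duplex oligonucleotide and 2 mM ATP final. Unwinding followed kinetically by red fluorescence (ex 525, em 598 nm).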
EPAC1 antag: antagonists of human EPAC1 | hit rate 0.14% among 360,000 | EPAC1 GEF assay, Rap1b-BODIPY-GDP exchange fluorescence | O95398 | AID 720709 | Potency, µM (series often up to 115 µM), inactives show at the top dose activity change, negative = inhibition, usual class: inhibitors;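 note: potency is the fitted concentration of half-maximal effect; plate controls were vehicle for no effect and positive control for full effect; nearly all actives have a fitted effect of over 50% in size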
EPAC2 antag: antagonists of human EPAC2; hit rate 0.18% among 360,000; Potency, µM (series often up to 114 µM), without a hit: top-dose activity, negative = inhibition, actives largely listed as inhibitors; EPAC2 GEF exchange of Rap1B-BODIPY-GDP, fluorescence; Q8WZA2; AID 720708; note: potency is the fitted concentration of half-maximal effect; % is set by controls: 0 for no effect and ±100 for the full control effect; nearly all actives have a fitted effect of over 45% in size; many of its hits are not listed in these tables
EPAC1 ag: activates human EPAC1 exchange factor; EPAC1 agonist qHTS, biochemical assay; response scale: 100% = response to 6.5 mM cAMP; Potency, µM (doses to about 154 µM), inactives show at the top dose activation, most hits filed as activators; hit rate 0.073% among 360,000; AID 720707; note: potency is the fitted concentration of half-maximal effect; nearly all actives have a fitted effect of over 60% in size
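Nucleotide exchange assay: 100 nM EPAC1 with 250 nM Rap1B loaded with BODIPY-GDP and 50 uM GDP, room temperature. Fluorescence (480/540 nm) read every 5 min for 30 min; signal change normalized to 6.5 mM cAMP as full agonist.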
PLK1 PBD block: inhibitors of human PLK1 polo-box domain binding. P53350. Plk1 PBD binding of FITC phosphopeptide, fluorescence polarization. Potency, µM, for inactives: max response, negative = inhibition, hits mostly inhibitors. hit rate 2.8% among 360,000. AID 720504; note: potency is the fitted concentration of half-maximal effect; series mostly up to about 57 µM; % is set by controls: 0 for no effect and ±100 for the full control effect; nearly all actives have a fitted effect of over 65% in size
Target sequence (P53350 whole entry, looked up, the tested form may be a part): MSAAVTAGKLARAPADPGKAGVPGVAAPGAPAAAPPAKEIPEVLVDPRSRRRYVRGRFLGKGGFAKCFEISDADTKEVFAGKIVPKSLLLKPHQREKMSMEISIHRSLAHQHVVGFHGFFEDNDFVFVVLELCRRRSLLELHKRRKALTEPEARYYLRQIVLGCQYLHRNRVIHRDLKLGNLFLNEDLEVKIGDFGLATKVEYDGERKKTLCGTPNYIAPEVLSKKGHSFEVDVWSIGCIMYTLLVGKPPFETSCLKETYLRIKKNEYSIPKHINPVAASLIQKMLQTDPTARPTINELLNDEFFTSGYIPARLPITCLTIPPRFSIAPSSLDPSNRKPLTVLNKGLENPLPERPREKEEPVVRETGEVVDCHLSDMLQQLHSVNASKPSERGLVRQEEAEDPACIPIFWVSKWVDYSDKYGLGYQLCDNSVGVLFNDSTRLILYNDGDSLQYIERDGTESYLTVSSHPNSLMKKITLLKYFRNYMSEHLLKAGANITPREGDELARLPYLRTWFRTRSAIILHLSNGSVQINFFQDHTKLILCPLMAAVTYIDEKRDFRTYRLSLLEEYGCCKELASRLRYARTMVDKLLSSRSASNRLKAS
Starred values were filed as active, the others as inactive; ? = inconclusive; · = no result given; [ ] = dose if it differs, or a comment. Unless noted, calls come from the whole dose curve; as a rule, active = well fitted curve in the direction sought with a large enough effect; inconclusive = small, poorly fitted or top-dose-only effect, or another doubt; inactive = no such curve, though single readings can be large; an effect the other way counts as inactive or inconclusive. Not all compounds are listed; rates above refer to the full screens.

A first look (10 entries):
SMILES	CCT modulator	PI5P4Ka inh	MmCpn inh	WRN inhibitor	EPAC1 antag	EPAC2 antag	EPAC1 ag	PLK1 PBD block
O=C(OCC(=O)N1CCN(C(=O)COC(=O)c2ccc(O)cc2O)CC1)c1ccc(O)cc1O	-3.4	-7	-3%	-15%	11%	15%	-1%	-2%
Cc1ccccc1NS(=O)(=O)c1ccc(C(=O)N2CCCCCCC2)cc1	-2.2	0	1%	9%	2%	-3%	-4%	-11%
COc1ccc(-c2nnn(CC(=O)Nc3sc4c(c3C#N)CCCC4)n2)cc1	-0.3	-3	0%	2%	17%	-3%	5%	-6%
CC(NC(=O)COc1ccc(/C=N/NS(=O)(=O)c2ccccc2)cc1)c1ccccc1 (stereo not given)	-2.4	-5	-1%	0%	2%	-3%	12%	-9%
COc1ccc(CC(=O)NCc2nnc(SCc3ccc([N+](=O)[O-])cc3)n2C)cc1	1.5	0	0%	-10%	-19%	-5%	6%	5%
COc1cc2c(cc1OC)/C(=C/C(=O)c1ccc(C)cc1)NCC2	1.2	1	-1%	15%	-10%	-9%	19%	-12%
CCSc1ccccc1C(=O)Nc1ccc2c(c1)OCO2	0.5	-25	1%	-5%	9%	-10%	28%	-1%
COc1ccc(F)cc1S(=O)(=O)N1CCc2ccccc2C1	2.7	2	·	1%	-5%	-17%	-11%	-2%
CC1=NN(c2ccc(C)cc2C)C(=O)C1C(c1ccccc1O)C1C(=O)N(c2ccc(C)cc2C)N=C1C (stereo not given)	-0.5	-10	-6%	-11%[57.1 µM]	-14%	-6%	0%	?
CC1CC(C)CN(C(=O)CN(C)S(=O)(=O)c2ccc3c(c2)c(=O)n(C)c(=O)n3C)C1 (stereo not given)	-4.6	-4	0%	-3%	-2%	-3%	-8%	-8%

Main list (from the top)
SMILES	CCT modulator	PI5P4Ka inh	MmCpn inh	WRN inhibitor	EPAC1 antag	EPAC2 antag	EPAC1 ag	PLK1 PBD block
O=C(OCC(=O)N1CCN(C(=O)COC(=O)c2ccc(O)cc2O)CC1)c1ccc(O)cc1O	-3.4	-7	-3%	-15%	11%	15%	-1%	-2%
Cc1ccccc1NS(=O)(=O)c1ccc(C(=O)N2CCCCCCC2)cc1	-2.2	0	1%	9%	2%	-3%	-4%	-11%
COc1ccc(-c2nnn(CC(=O)Nc3sc4c(c3C#N)CCCC4)n2)cc1	-0.3	-3	0%	2%	17%	-3%	5%	-6%
CC(NC(=O)COc1ccc(/C=N/NS(=O)(=O)c2ccccc2)cc1)c1ccccc1 (stereo not given)	-2.4	-5	-1%	0%	2%	-3%	12%	-9%
COc1ccc(CC(=O)NCc2nnc(SCc3ccc([N+](=O)[O-])cc3)n2C)cc1	1.5	0	0%	-10%	-19%	-5%	6%	5%
COc1cc2c(cc1OC)/C(=C/C(=O)c1ccc(C)cc1)NCC2	1.2	1	-1%	15%	-10%	-9%	19%	-12%
CCSc1ccccc1C(=O)Nc1ccc2c(c1)OCO2	0.5	-25	1%	-5%	9%	-10%	28%	-1%
COc1ccc(F)cc1S(=O)(=O)N1CCc2ccccc2C1	2.7	2	·	1%	-5%	-17%	-11%	-2%
CC1=NN(c2ccc(C)cc2C)C(=O)C1C(c1ccccc1O)C1C(=O)N(c2ccc(C)cc2C)N=C1C (stereo not given)	-0.5	-10	-6%	-11%[57.1 µM]	-14%	-6%	0%	?
CC1CC(C)CN(C(=O)CN(C)S(=O)(=O)c2ccc3c(c2)c(=O)n(C)c(=O)n3C)C1 (stereo not given)	-4.6	-4	0%	-3%	-2%	-3%	-8%	-8%
CCNc1nc(NCC)n2c(SCC(=O)Nc3ccc(C)cc3Br)nnc2n1	-0.7	0	0%	4%	1%	7%	3%	4%
COC(=O)c1ccc(C(C2C(=O)CC(C)(C)CC2=O)C2C(=O)CC(C)(C)CC2=O)cc1	-4.8	0	1%	-27%	-3%	4%	-4%	-9%
C/C(=N\NC(=O)c1ccc(O)cc1)c1cccc(NC(=O)c2ccc(Cl)cc2)c1	-0.5	-23	·	-1%	?	-5%	1%	-2%
CCOc1cc2c(cc1O)C(=NOC)CC1C2CCC2(C)C(O)CCC12 (stereo not given)	0.7	0	·	-6%	-20%	-3%	-5%	-2%
COc1ccc2sc3cccc(NCCN(C)C)c3c(=O)c2c1	1.4	-2	·	-27%[57.1 µM]	-16%	3%	-14%	9%
COc1ccc2c(c1OC)C(=O)OC2Nc1nc(-c2cc3cc(Br)ccc3oc2=O)cs1 (stereo not given)	-1.9	?	-8%	-13%[11.6 µM]	-12%	?	11%	?
COc1cccc(CN2C(=O)CCC2(C)C(=O)NC2CCCCCC2)c1 (stereo not given)	-1.9	0	0%	11%	19%	11%	5%	1%
COc1cccc(C(=O)Nc2ccc(C(F)(F)F)n(C)c2=O)c1	1.2	-7	1%	-5%	-2%	17%	-7%	-6%
CCOC(=O)c1sc(=S)n(-c2cccc(C(F)(F)F)c2)c1SC	-2.6	2	0%	-10%	-3%	-15%	2%	-8%
Cn1c(=O)[nH]c(=O)c2cc(C(=O)c3cc(F)ccc3O)cnc21	-3.6	-24	1%	-18%	0%	0%	4%	-5%
C=CCNC(=O)CSc1nnc(-c2cccs2)o1	-2.2	-10	-3%	-30%[57.1 µM]	-1%	-5%	-2%	-4%
CCCC(=O)N1CCC1(C)C(=O)Nc1ccc2c(c1)CCN2C(C)=O (stereo not given)	0.4	3	·	-7%	-11%	8%	5%	1%
Cc1ccc(C)c(-n2c(SCC(=O)Nc3nonc3C)nnc2-c2ccoc2C)c1	1.2	-8	-2%	0%	2%	-1%	-2%	-2%
NC(=O)c1ccccc1NC(=O)/C=C/c1cccc(Cl)c1	1.2	2	0%	1%	-3%	0%	9%	-2%
O=C(OCCN1CCOCC1)c1ccccc1Cl	0.8	2	·	7%	12%	6%	7%	-4%
SMILES	CCT modulator	PI5P4Ka inh	MmCpn inh	WRN inhibitor	EPAC1 antag	EPAC2 antag	EPAC1 ag	PLK1 PBD block
COc1ccc(/C=C/c2nc(C)c(-c3ccccc3)c(=O)[nH]2)cc1OC	-4.0	-1	1%	-3%	20%	20%	17%	-2%
COc1ccc(-n2ncc(S(=O)(=O)c3ccccc3)c2-c2ccc(Cl)cc2)cc1	0.0	4	2%	-5%	0%	-5%	7%	1%
CN(Cc1ccccc1)CC(O)COc1ccc(CNCc2cccnc2)cc1 (stereo not given)	-2.3	1	-1%	-7%	-17%	2%	-11%	-14%
O=C(CN1C(=O)NC2(CCCCC2)C1=O)Nc1cc(C(F)(F)F)ccc1N1CCCC1	-0.7	-1	1%	1%	-8%	-1%	-7%	2%
COc1cc(NC(=O)COC(=O)/C=C/c2ccc(O)c(OC)c2)cc(OC)c1	-3.1	-11	2%	-6%	-19%	-9%	4%	-7%
O=C(Nc1nc2c(s1)CCCC2)C1COc2ccccc2O1 (stereo not given)	-1.1	2	1%	1%	-2%	-4%	-4%	?
OCCN1CCN(CC#CCn2c3ccccc3c3ccccc32)CC1	0.2	-13	-3%	3%	4%	2%[57.1 µM]	-7%	-4%
COc1ccc(CN2CCCCC2C(=O)Nc2ccc(OC)c(OCC(C)C)c2)cc1OC (stereo not given)	3.1	·	-3%[15.4 µM]	-14%	7%	21%	3%	-9%
COc1ccc(/C=C(\NC(=O)c2cccs2)C(=O)NC(C)(C)C)cc1OC	0.2	-6	3%	12%	8%	3%	-13%	-10%
Cc1cccc(NC(=O)CN2CCN(C(=O)c3oc4c(Cl)cccc4c3C)CC2)c1C	0.0	-2	-4%	3%	-11%	-3%	-4%	-4%
COc1ccc(Nc2ncc(C(=O)O)c3ccccc23)cc1	-2.2	·	-1%	3%	-12%	2%	-2%	-2%
COc1ccc(C(=O)OCCN2CCOCC2)cc1OC	0.6	-12	2%	9%	12%	9%	-10%	?
O=C(CSc1nnc(C23CC4CC(CC(C4)C2)C3)o1)Nc1ccc(N2CCOCC2)c(Cl)c1	0.3	·	-1%	6%	15%	1%	13%	-7%
CCCc1c(C)nc(N2CCN(c3ccc(F)cc3)CC2)[nH]c1=O	-1.2	-1	-1%	-3%	-3%	-11%	0%	-2%
COc1ccc(C(=O)Cn2c(N3CCCCC3)nc3c2c(=O)n(C)c(=O)n3C)cc1OC	-12	2	·	1%	-25%	3%	11%	-19%
COc1ccc2[nH]c(=O)c(CN(Cc3cccs3)S(=O)(=O)c3c(C)ccc4nsnc34)cc2c1	-0.6	·	0%	-11%	-8%	-1%	2%	-8%
O=C(Cn1ccc2ccccc2c1=O)NCC(=O)N1CCCCC1	-0.7	4	2%	-4%	16%	4%	7%	-6%
CCN(CC(=O)NCc1ccc(F)cc1)C(=O)/C=C/c1ccc(OC)c(S(=O)(=O)NC(C)C)c1	-2.0	-1	-3%	6%	-9%	2%	3%	-6%
Cn1cc(CN2CCCCC2c2ccccn2)c(-c2ccc3c(c2)OCCO3)n1 (stereo not given)	1.5	5	0%	0%	-20%	-15%	-8%	-19%
O=C(Nc1cc(C(F)(F)F)ccc1N1CCOCC1)c1ccc[n+]([O-])c1	-1.5	2	-3%	-9%	-12%	-3%	3%	-9%
S=c1[nH]nc(-c2ccco2)n1/N=C/c1cccc(Cl)c1Cl	-1.2	-13	1%	-14%	-8%	-2%	-1%	-29%
CCN(CC(=O)NCC(=O)Nc1ccc(Br)cc1C)Cc1ccccc1	-0.9	3	0%	-4%	-14%	-10%	1%	5%
COc1ccccc1NC(=O)C1CCN(C(=O)C2CC(=O)N(c3ccc(C)cc3)C2)CC1 (stereo not given)	-0.1	3	-3%	-8%	23%	6%	4%	-6%
Cn1c(=O)[nH]c(=O)c2c1nc(N1CCCCC1)n2C/C=N/NC(=O)c1cc(Br)ccc1O	-1.8	-7	-1%	-15%	-20%	-3%	-5%	1%
N#CC1(NC(=O)CN2CCc3ccccc3C2)CCCC1	-1.0	-8	1%	3%	-4%	-2%	5%	-4%
CC(C)[C@H]1COCCS(=O)(=O)N1Cc1ccccc1-c1cccc2c1oc1ccccc12	-0.2	22	-7%	-10%	-5%	-13%	0%	-2%
COC(=O)c1sccc1NC(=O)c1ccc(OC)c([N+](=O)[O-])c1	0.0	-9	3%	-7%	-16%	-2%	5%	-12%
O=C1/C(=C/c2cccs2)SC(=S)N1CCCC(=O)N(CCO)c1ccccc1	0.2	3	1%	-5%	0%	-9%	-6%	-5%
CCn1c(SCC(=O)c2ccccc2)nnc1-c1cccs1	-4.2	·	-2%	7%	-6%	4%	-1%	-9%
COc1ccc(-c2cc(C(F)(F)F)nc(SCC(=O)N3CC(C)OC(C)C3)n2)cc1OC (stereo not given)	-1.2	-5	4%	14%	-18%	5%	6%	-16%

Screens: PubChem BioAssay, National Center for Advancing Translational Sciences (NCATS)
